Screening data: PubChem, several laboratories
Spn MK inh – S. pneumoniae mevalonate kinase inhibition. purified MK, PK/LDH-coupled NADH absorbance 340 nm. AID 555. inhibition, % at 10 µM. actives 0.48% (n = 65,000);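 active = ranked among the strongest by inhibition in the single 10 µM screen, a fixed top-ranked set picked for dose follow-up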; also: no value below 0 was filed
HPDE-C7 cytotoxicity – cytotoxicity in HPDE-C7 cells, cell-based, fluorescence, HTS (AID 430) | HPDE-C7 pancreatic duct cells viability, fluorescence; higher % means a stronger effect | one-dose cytotoxicity, % at 10 µM; EC50 in µM for titrated hits | actives 1.8% (n = 63,000);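 also: cells exposed to compound for 48 hours before viability readout; 0% = vehicle and 100% = reference cytotoxic drug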
Alkaline phosphatase – inhibition of tissue-nonspecific alkaline phosphatase – biochemical, luminescent (AID 518); inhibition, % at 20 µM, or IC50 in µM where a hit was titrated; actives 0.09% (n = 64,000); purified TNAP enzyme, luminescent substrate readout; higher % means a stronger effect; in the data active = a potency from the dose series; inactive = the rest, 99 in 100 with inhibition below about 22%;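 also: plate controls were vehicle for no effect and reference inhibitor for full effect; many of its hits are not listed in these tables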
HT1080 cytotoxicity – HT1080 cell viability loss – fluorescence readout (AID 620); cytotoxicity, % at 10 µM, or EC50 in µM where a hit was titrated; HT1080 viability, fluorescence; higher % means a stronger effect; actives 0.42% (n = 87,000);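 also: cells exposed to compound overnight then 4 h with Alamar Blue; 0% = vehicle DMSO and 100% = killing control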
Bfl-1 displacement – Bfl-1 inhibitors, primary screen, biochemical, fluorescence polarization, FITC-Bid, mouse (AID 432); actives 0.02% (n = 64,000); FITC-Bid BH3 peptide fluorescence polarization displacement; higher % means a stronger effect; one-dose displacement, % at 20 µM; IC50 in µM for titrated hits; in the data active = a potency from the dose series; inactive = the rest, 99 in 100 with displacement below about 15%; also: strong numbers were not always called active
Spn DPM-DC inh – inhibitors of Streptococcus pneumoniae diphosphomevalonate decarboxylase; purified DPM-DC, PK/LDH coupled NADH fluorescence; calls only at 10 µM; actives 0.49% (n = 65,000); AID 556;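 active = the 320 compounds with the highest percent inhibition in the single-dose primary screen, excluding strongly autofluorescent ones, cut at about 32% in these data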;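 also: kinetic rate of NADH fluorescence loss reporting ADP formed by the decarboxylase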
HPDE-C7K KRASV12 – viability loss of HPDE-C7K cells – cell-based, fluorescence, HTS, primary screen (AID 431) | actives 1.7% (n = 63,000) | HPDE-C7K KRASV12 cells, Alamar Blue viability, 48 h; higher % means a stronger effect | cytotoxicity, % at 10 µM, or EC50 in µM where a hit was titrated;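 active = compounds whose percent cytotoxicity in the single-dose primary screen, scaled between solvent and toxic-drug controls, exceeds 50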;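 also: 0% = DMSO solvent wells and 100% = doxorubicin-treated wells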
LYP inhibition – inhibition of human PTPN22 tyrosine phosphatase – biochemical, DiFMUP fluorescence, recombinant catalytic domain, 10 µM, primary screen (AID 606); one-dose inhibition, % at 10 µM; IC50 in µM for titrated hits; recombinant LYP catalytic domain, DiFMUP fluorescence; higher % means a stronger effect; 52,000 tested, under 10 active;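 active = IC50 under 40 µM in the dose-response test; inactive = IC50 of 40 µM or more, or never dose-tested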
PMK inhibit – inhibitors of Streptococcus pneumoniae phosphomevalonate kinase; purified PMK, PK/LDH-coupled NADH absorbance 340 nm; inhibition, % at 10 µM; actives 0.49% (n = 65,000);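 active = top-ranked compounds by inhibition in the single 10 µM screen, taking a fixed number of the strongest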;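 also: 0% = full reaction with DMSO carrier and 100% = background rate without enzyme reaction; no value below 0 was filed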
PMK inhibit pilot replicates – recorded beside PMK inhibit, whose call it bears; inhibition, %; measured here: pilot screen replicates
Spn MK inh pilot replicates – second read-out of Spn MK inh, no call of its own (marks repeat the call); inhibition, %; measured here: pilot screen replicates
Spn DPM-DC inh pilot screen % – second read-out of Spn DPM-DC inh, no call of its own (marks repeat the call); inhibition, %; measured here: pilot screen trials
Active calls of the source: *. Rule as the data show it, unless noted: active = cytotoxicity above about 50%; inactive = the rest.

COCCN(C(=O)CNC(=O)c1ccco1)C(C(=O)NC1CCCCC1)c1cccc(OC)c1 (stereo not given) was read as Spn MK inh 10, HPDE-C7 cytotoxicity 12%, Alkaline phosphatase 10%, HT1080 cytotoxicity 2%, Bfl-1 displacement -2%, Spn DPM-DC inh inactive, HPDE-C7K KRASV12 10%, LYP inhibition 13%, PMK inhibit 10, PMK inhibit pilot replicates 0.0, Spn MK inh pilot replicates 2.5 and Spn DPM-DC inh pilot screen % 0.0.
CCc1cc2c(=O)n(-c3ccccc3)cnc2s1 was read as Spn MK inh 6, HPDE-C7 cytotoxicity -11%, Alkaline phosphatase 2%, Bfl-1 displacement -4%, Spn DPM-DC inh inactive, HPDE-C7K KRASV12 -6%, LYP inhibition 5% and PMK inhibit 0.
For CCOC(=O)c1c(N2C(=O)C3C4C=CC(O4)C3C2=O)sc2c1CCCC2 (stereo not given) the results were Spn MK inh 7, HPDE-C7 cytotoxicity -5%, Alkaline phosphatase 4%, Bfl-1 displacement -8%, Spn DPM-DC inh inactive, HPDE-C7K KRASV12 -10%, LYP inhibition 0% and PMK inhibit 0.
`O=C1CCCN1CCCn1cnc2c([nH]c3ccc(F)cc32)c1=O` gave Spn MK inh 7, HPDE-C7 cytotoxicity 0%, Alkaline phosphatase 10%, HT1080 cytotoxicity 9%, Bfl-1 displacement 1%, Spn DPM-DC inh inactive, HPDE-C7K KRASV12 6%, LYP inhibition -2% and PMK inhibit 9.
COCCOC(=O)C1=C(C)NC2=C(C(=O)CCC2)C1c1cc2c(cc1Br)OCO2 (stereo not given) was read as Spn MK inh 7, HPDE-C7 cytotoxicity -17%, Alkaline phosphatase -4%, HT1080 cytotoxicity 3%, Bfl-1 displacement 4%, Spn DPM-DC inh inactive, HPDE-C7K KRASV12 1%, LYP inhibition 15% and PMK inhibit 11.
For Cc1nc(CN2CCCC2=NC#N)n(-c2ccccc2)n1 the results were Spn MK inh 6, HPDE-C7 cytotoxicity -4%, Alkaline phosphatase 9%, HT1080 cytotoxicity -1%, Bfl-1 displacement -2%, Spn DPM-DC inh inactive, HPDE-C7K KRASV12 -16%, LYP inhibition 8% and PMK inhibit 0.
Screening Cc1nnc(NC(=O)Cc2cccs2)s1 returned Spn MK inh 9, HPDE-C7 cytotoxicity -6%, Alkaline phosphatase 12%, HT1080 cytotoxicity -4%, Bfl-1 displacement -5%, Spn DPM-DC inh inactive, HPDE-C7K KRASV12 -6% and PMK inhibit 14.
For COc1cc2c(cc1OC)C(C(=O)NCc1cccnc1)C(c1cccnc1)N(C)C2=O (stereo not given) the results were Spn MK inh 6, HPDE-C7 cytotoxicity -22%, Alkaline phosphatase 2%, HT1080 cytotoxicity -15%, Bfl-1 displacement 0%, Spn DPM-DC inh inactive, HPDE-C7K KRASV12 -17%, LYP inhibition 12% and PMK inhibit 0.
`COc1ccc(OC)c(Nc2ncnc3c2cnn3-c2ccccc2)c1` gave Spn MK inh 6, HPDE-C7 cytotoxicity -11%, Alkaline phosphatase 12%, HT1080 cytotoxicity 3%, Bfl-1 displacement -6%, Spn DPM-DC inh inactive, HPDE-C7K KRASV12 4%, LYP inhibition 18%, PMK inhibit 0, PMK inhibit pilot replicates 2.0, Spn MK inh pilot replicates 3.5 and Spn DPM-DC inh pilot screen % 4.0.
COc1ccc(-c2nnc(SCCc3ccccc3)n2N)cc1 was read as Spn MK inh 7, HPDE-C7 cytotoxicity 6%, Alkaline phosphatase 7%, HT1080 cytotoxicity -1%, Bfl-1 displacement -3%, Spn DPM-DC inh inactive, HPDE-C7K KRASV12 4%, LYP inhibition 6% and PMK inhibit 4.
CCN(CCNC(=O)CN1CCN(Cc2ccc(Cl)cc2)C1=O)c1ccccc1 was read as Spn MK inh 6, HPDE-C7 cytotoxicity -8%, Alkaline phosphatase 6%, Bfl-1 displacement 11%, Spn DPM-DC inh inactive, HPDE-C7K KRASV12 -6% and PMK inhibit 12.
Screening COc1ccc(S(=O)(=O)Nc2cc(C)ccc2OC)cc1C returned Spn MK inh 4, HPDE-C7 cytotoxicity 2%, Alkaline phosphatase 1%, HT1080 cytotoxicity 2%, Bfl-1 displacement -3%, Spn DPM-DC inh inactive, HPDE-C7K KRASV12 7%, LYP inhibition -10% and PMK inhibit 6.
For O=C(c1cccc(C(=O)N2CCN(c3ccccc3F)CC2)c1)N1CCN(c2ccccc2F)CC1 the results were Spn MK inh 13, HPDE-C7 cytotoxicity -9%, Alkaline phosphatase 4%, HT1080 cytotoxicity 4%, Bfl-1 displacement -4%, Spn DPM-DC inh inactive, HPDE-C7K KRASV12 -2%, LYP inhibition 14% and PMK inhibit 14.
Screening CCOc1ccc(NS(=O)(=O)c2ccc3[nH]cc(C(=O)NCCOC)c(=O)c3c2)cc1 returned Spn MK inh 1, HPDE-C7 cytotoxicity -3%, Alkaline phosphatase 10%, HT1080 cytotoxicity 2%, Bfl-1 displacement -7%, Spn DPM-DC inh inactive, HPDE-C7K KRASV12 1%, LYP inhibition 10% and PMK inhibit 9.
O=C(CSc1nc2[nH]ncc2c(=O)n1-c1ccccc1Br)NCc1ccco1 was read as Spn MK inh 8, HPDE-C7 cytotoxicity -1%, Alkaline phosphatase 5%, HT1080 cytotoxicity 1%, Bfl-1 displacement 1%, Spn DPM-DC inh inactive, HPDE-C7K KRASV12 14%, LYP inhibition 11%, PMK inhibit 11, PMK inhibit pilot replicates 4.5, Spn MK inh pilot replicates 0.5 and Spn DPM-DC inh pilot screen % 2.5.
`CCCn1c(Sc2nnnn2-c2ccccc2)n[nH]c1=O` gave Spn MK inh 0, HPDE-C7 cytotoxicity -7%, Alkaline phosphatase 4%, HT1080 cytotoxicity -9%, Bfl-1 displacement -11%, Spn DPM-DC inh inactive, HPDE-C7K KRASV12 -14%, LYP inhibition -1% and PMK inhibit 18.
COc1ccc(NC(=O)Nc2ccc(N3CCCC3=O)cc2)cc1OC was read as Spn MK inh 10, HPDE-C7 cytotoxicity -13%, Alkaline phosphatase 7%, HT1080 cytotoxicity -1%, Bfl-1 displacement -2%, Spn DPM-DC inh inactive, HPDE-C7K KRASV12 -5%, LYP inhibition 0%, PMK inhibit 21, PMK inhibit pilot replicates 0.0, Spn MK inh pilot replicates 0.0 and Spn DPM-DC inh pilot screen % 0.0.
Screening O=C(CSc1nc2c(c(=O)n1-c1ccc(Cl)cc1)SCC2)NCC1CCCO1 (stereo not given) returned Spn MK inh 13, HPDE-C7 cytotoxicity -8%, Alkaline phosphatase 11%, HT1080 cytotoxicity 20%, Bfl-1 displacement -10%, Spn DPM-DC inh inactive, HPDE-C7K KRASV12 0%, LYP inhibition 0% and PMK inhibit 1.
Screening Cc1ccc(-c2nc3cnccn3c2Nc2ccccc2)o1 returned Spn MK inh 10, HPDE-C7 cytotoxicity -25%, Alkaline phosphatase -5%, HT1080 cytotoxicity -8%, Bfl-1 displacement -4%, HPDE-C7K KRASV12 -22%, LYP inhibition 8% and PMK inhibit 7.
COc1cccc(C(=O)CSc2nnc(-c3cc(OC)cc(OC)c3)o2)c1 was read as Spn MK inh 9, HPDE-C7 cytotoxicity -9%, Alkaline phosphatase 18%, HT1080 cytotoxicity 3%, Bfl-1 displacement -7%, Spn DPM-DC inh inactive, HPDE-C7K KRASV12 -9% and PMK inhibit 5.
`CC(c1ccccc1)C1CC(=O)N(c2ccc(C(=O)O)cc2)C1=O` (stereo not given) gave Spn MK inh 2, HPDE-C7 cytotoxicity -17%, Alkaline phosphatase -3%, HT1080 cytotoxicity -3%, Bfl-1 displacement 1%, Spn DPM-DC inh inactive, HPDE-C7K KRASV12 -22%, LYP inhibition -1% and PMK inhibit 1.
Nc1c(N2CCCC2)cc(Cl)c2nonc12 was read as Spn MK inh 5, HPDE-C7 cytotoxicity -10%, Alkaline phosphatase 13%, HT1080 cytotoxicity 5%, Bfl-1 displacement 9%, Spn DPM-DC inh inactive, HPDE-C7K KRASV12 -10%, LYP inhibition -3% and PMK inhibit 10.
Screening Cc1cc(C)nc(N(C#N)CCOc2ccccc2)n1 returned Spn MK inh 8, HPDE-C7 cytotoxicity 7%, Alkaline phosphatase 11%, HT1080 cytotoxicity -3%, Bfl-1 displacement 0%, Spn DPM-DC inh inactive, HPDE-C7K KRASV12 -2%, LYP inhibition 1% and PMK inhibit 0.
For Cc1ccc(S(=O)(=O)NCCNC(=O)c2ccccc2)cc1 the results were Spn MK inh 2, HPDE-C7 cytotoxicity -9%, Alkaline phosphatase 16%, HT1080 cytotoxicity -3%, Bfl-1 displacement -6%, Spn DPM-DC inh inactive, HPDE-C7K KRASV12 12%, LYP inhibition 6%, PMK inhibit 6, PMK inhibit pilot replicates 5.5, Spn MK inh pilot replicates 0.0 and Spn DPM-DC inh pilot screen % 1.0.
Screening CCOC(=O)C1=Nc2ccccc2C1=[N+]=[N-] returned Spn MK inh 3, HPDE-C7 cytotoxicity 20µM*, Alkaline phosphatase 7%, HT1080 cytotoxicity 6%, Bfl-1 displacement -3%, Spn DPM-DC inh inactive, HPDE-C7K KRASV12 7.8µM* and PMK inhibit 5.
`O=C1c2ccccc2C(=O)N1CCn1c(=O)oc2ccccc21` gave Spn MK inh 12, HPDE-C7 cytotoxicity 1%, Alkaline phosphatase 10%, HT1080 cytotoxicity -8%, Bfl-1 displacement -2%, Spn DPM-DC inh inactive, HPDE-C7K KRASV12 3%, LYP inhibition 5% and PMK inhibit 3.
`O=C(Nc1nnc(-c2ccc(Cl)cc2)o1)C1CCCCC1` gave Spn MK inh 5, HPDE-C7 cytotoxicity 3%, Alkaline phosphatase 27%, HT1080 cytotoxicity -2%, Bfl-1 displacement 2%, Spn DPM-DC inh inactive, HPDE-C7K KRASV12 2%, LYP inhibition 7%, PMK inhibit 9, PMK inhibit pilot replicates 3.5, Spn MK inh pilot replicates 0.5 and Spn DPM-DC inh pilot screen % 0.5.
For O=C(Cn1nnc(-c2ccc(CN3CCOCC3)cc2)n1)N1CCCc2ccccc21 the results were Spn MK inh 9, HPDE-C7 cytotoxicity 0%, Alkaline phosphatase 6%, HT1080 cytotoxicity -9%, Bfl-1 displacement -7%, Spn DPM-DC inh inactive, HPDE-C7K KRASV12 -6%, LYP inhibition 2% and PMK inhibit 13.
`CCOCCn1c(CN2CCC(Cc3ccccc3)CC2)nc2c1c(=O)n(C)c(=O)n2C` gave Spn MK inh 2, HPDE-C7 cytotoxicity 10%, Alkaline phosphatase 11%, HT1080 cytotoxicity 1%, Bfl-1 displacement -2%, Spn DPM-DC inh inactive, HPDE-C7K KRASV12 10%, LYP inhibition 4%, PMK inhibit 11, PMK inhibit pilot replicates 2.0, Spn MK inh pilot replicates 0.0 and Spn DPM-DC inh pilot screen % 0.0.
Screening Cc1cc2oc(=O)cc(CN3CCN(Cc4ccccc4)CC3)c2cc1Cl returned Spn MK inh 4, HPDE-C7 cytotoxicity -1%, Alkaline phosphatase 3%, HT1080 cytotoxicity -14%, Bfl-1 displacement -5%, Spn DPM-DC inh inactive, HPDE-C7K KRASV12 -4% and PMK inhibit 4.
